# ADAM17 inh – ADAM17 inhibition, QFRET primary screen. AID 720648. inhibition, % at 6.95 µM. actives 0.83% (n = 370,000). recombinant ADAM17, EDANS/DABCYL FRET peptide cleavage;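 active means inhibition above the mean of compounds lying between control limits plus 3 SD, set per campaign, cut at about 8.5% in these data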;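 further: 0% = DMSO-only wells as the low control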
# Target sequence (P78536 215-824 limits assumed): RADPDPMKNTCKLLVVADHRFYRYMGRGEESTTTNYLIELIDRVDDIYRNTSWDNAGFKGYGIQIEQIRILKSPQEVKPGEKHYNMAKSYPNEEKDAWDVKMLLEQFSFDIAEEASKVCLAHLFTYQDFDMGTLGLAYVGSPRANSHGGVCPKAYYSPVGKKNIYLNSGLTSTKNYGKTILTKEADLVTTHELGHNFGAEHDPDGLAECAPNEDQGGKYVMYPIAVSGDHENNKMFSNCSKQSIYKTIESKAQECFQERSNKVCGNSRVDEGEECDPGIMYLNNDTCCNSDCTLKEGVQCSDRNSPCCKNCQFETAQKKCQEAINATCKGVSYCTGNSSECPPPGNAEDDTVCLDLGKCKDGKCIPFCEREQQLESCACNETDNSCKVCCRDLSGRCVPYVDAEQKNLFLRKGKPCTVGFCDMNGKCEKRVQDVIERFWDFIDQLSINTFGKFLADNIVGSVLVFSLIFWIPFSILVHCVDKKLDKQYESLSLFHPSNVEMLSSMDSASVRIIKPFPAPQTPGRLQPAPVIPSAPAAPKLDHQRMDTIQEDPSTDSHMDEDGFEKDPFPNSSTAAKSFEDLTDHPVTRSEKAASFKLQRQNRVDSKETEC
# DAX1 inh-1 – DAX1 (NR0B1) inhibition, primary screen; HEK293T StAR-luciferase reporter, SF-1/DAX-1 repression relief; inhibition, % at 6.8 µM; actives 1.1% (n = 370,000); AID 652010;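 active means inhibition above the mean over all tested compounds plus 3 SD, cut at about 3.6% in these data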;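 further: 0% = DAX-1 cells with DMSO and 100% = cells lacking DAX-1 with DMSO; higher inhibition means more luminescence from relief of DAX-1 repression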
# NPR1 activator – GC-A (human) enzyme activation; P16066; HEK293 GC-A cells, cGMP TR-FRET, EC30 ANP; 0% at EC30 ANP, 100% saturating ANP; actives 0.14% (n = 370,000); activation, % at 10 µM; in the data active means activation above about 40%
# ADAM10 inh – ADAM10 inhibition, QFRET primary screen; recombinant ADAM10, EDANS/DABCYL FRET peptide cleavage, 3 h; actives 0.62% (n = 370,000); inhibition, % at 7 µM; O14672;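 active means inhibition above a per-campaign cutoff equal to the mean of compounds falling between control-based bounds plus 3 SD, cut at about 20% in these data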;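 further: 0% = DMSO wells while the 100% control is not disclosed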
# hcDAF12 agonist – activates DAF-12 receptor from parasite H. contortus; actives 1.4% (n = 370,000); activation, % at 6.8 µM; HEK293 hcDAF-12 lit1-tk-luc reporter, luminescence; 0% DMSO, 100% Δ7-dafachronic acid;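 active means activation above the mean of all tested compounds plus 3 SD, cut at about 5.5% in these data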;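 further: 100% = response to 3 µM Δ7-dafachronic acid high control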
# hgDAF-12 ag – activates the H. glycines DAF-12 receptor ligand-binding domain; HEK293 GAL4-hgDAF12 UAS-luciferase reporter, agonist luminescence; normalized to butyrate control; activation, % at 6.8 µM; actives 1.8% (n = 370,000);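 active means activation above a cutoff set at the mean of all screened compounds plus 3 SD, cut at about 10% in these data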;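 further: 0% = DMSO wells and 100% = sodium butyrate wells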
# GAA850 FXN act – increases GAA850 frataxin promoter reporter activity. activation, % at 6 µM. actives 0.56% (n = 360,000). AID 540364. HEK293 lucGAA850 FXN promoter luciferase reporter, 24 h; percent of 10 µM SAHA response;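 active means activation above the average of all compounds screened plus 3 SD, cutoff fixed separately per campaign, cut at about 7.5% in these data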;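 further: 0% = DMSO wells and 100% = 10 µM SAHA wells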
# PG9 Ab binder – small molecules binding HIV-1 gp120 antibody PG9 | TR-FRET gp120-PG9 antibody binding | inhibition, % at 6.7 µM | actives 0.43% (n = 360,000) | AID 624416; in the data active means inhibition above about 8.5%
# SMARCA2 act – increases SMARCA2 function in MMTV reporter cells | activation, % at 9.1 µM | MG213 cells, MMTV-luciferase reporter, dexamethasone, overnight | AID 652017 | actives 1% (n = 370,000); in the data active means activation above about 7.8%;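 further: 0% = vehicle wells and 100% = reference activator wells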
# ssDAF-12 act – activates DAF-12 receptor from parasite S. stercoralis. HEK293 ssDAF-12/GRIP1 lit1-tk-luc reporter, luminescence; % of 3 µM dafachronic acid response. activation, % at 6.8 µM. actives 1% (n = 370,000);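 active means activation above the mean over all tested compounds plus 3 SD, cut at about 0.9% in these data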;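 further: 0% = DMSO-only wells and 100% = 3 µM delta7-dafachronic acid wells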
# DAX1 inh-2 – inhibits human nuclear receptor DAX1. P51843. HEK293 Gal4-DAX1 luciferase reporter, luminescence. inhibition, % at 6.75 µM. actives 0.99% (n = 340,000). AID 504766;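 active means inhibition above the mean over all tested compounds plus 3 SD, cut at about 4.2% in these data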;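 further: 0% = DAX1-transfected cells with DMSO and 100% = empty-vector control cells with DMSO; inhibition shows as a rise in luminescence from relieved DAX1 repression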
# Target sequence (P51843 207-470 limits assumed): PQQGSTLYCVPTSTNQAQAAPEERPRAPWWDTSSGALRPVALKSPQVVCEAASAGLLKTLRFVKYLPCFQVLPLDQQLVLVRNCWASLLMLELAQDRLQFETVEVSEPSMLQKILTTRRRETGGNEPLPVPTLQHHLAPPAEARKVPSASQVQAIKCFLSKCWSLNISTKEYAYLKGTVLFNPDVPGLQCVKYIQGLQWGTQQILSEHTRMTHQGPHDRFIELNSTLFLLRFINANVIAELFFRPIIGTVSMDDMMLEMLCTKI
# Numbers without * were called inactive; i = inactive; · = no result given. Hits appear at their usual frequency, and some 6.8% of all compounds hit somewhere here.
SMILES,ADAM17 inh,DAX1 inh-1,NPR1 activator,ADAM10 inh,hcDAF12 agonist,hgDAF-12 ag,GAA850 FXN act,PG9 Ab binder,SMARCA2 act,ssDAF-12 act,DAX1 inh-2
Cc1ccc(F)c(NC(=O)CCc2ccccc2)c1,-2.8,0.6,-0.1,1.5,2.3,2.9,2.1,-0.2,11.3*,-0.6,1.0
O=c1cc(CCl)nc2scc(-c3ccccc3)n12,-5.0,-0.2,2.4,-8.8,0.1,-0.1,2.1,-0.1,-0.5,-1.1,2.1
COc1cc(CNc2nc3c(C)cc(C)cc3s2)ccc1O,3.9,-0.6,-3.1,21.8*,2.4,-2.1,1.9,0.9,-0.4,0.1,1.6
CCOC(=O)N1CCN(Cc2cc(Cl)c3cccnc3c2O)CC1,1.8,-3.2,0.9,11.2,-2.7,-10.5,·,-3.0,0.0,-1.5,·
C#CCOCCOCCOCCNc1nc(N2CCN(C(=O)[C@H](CCCCN)n3cc([C@@H](N)C(C)CC)nn3)CC2)nc(N2CCN(C(=O)[C@H](CCCCN)n3cc([C@@H](N)CC(C)C)nn3)CC2)n1 (stereo not given in full),-1.5,0.4,3.5,-1.1,-0.3,1.5,0.3,-3.1,0.1,-0.9,-0.1
CC(=O)Oc1ccccc1C(=O)Nc1ccccc1C(=O)N1CCCC1,-3.0,-1.8,2.7,4.0,-1.4,0.0,2.3,-0.1,0.5,-0.6,0.0
Nc1ncnc(Nc2c(F)cccc2F)n1,-6.1,-0.4,3.3,-0.8,1.0,0.0,1.4,0.8,-3.3,-0.9,-0.7
CCCCCCOc1cccc(N)c1,-1.8,-1.8,3.6,-1.9,2.1,1.2,-0.9,-1.8,-1.6,-1.2,0.9
CCN(CC)C(=N)/C(C#N)=N/Nc1ccc(C)cc1,-3.3,2.2,3.6,4.0,5.1,8.7,6.0,-3.6,-3.5,-0.1,7.1*
Cc1c(C(=O)NNC(=S)NCc2ccc(Cl)cc2)oc2ccccc12,-3.6,-0.3,-1.3,-3.5,-0.8,0.8,-0.7,3.0,-1.1,-0.9,0.2
COc1ccc(CCN2C(=O)NC(NC(C)=O)(C(F)(F)F)C2=O)cc1OC (stereo not given),0.9,0.4,0.0,-8.9,-2.5,-1.2,0.4,0.9,-0.4,-1.7,0.5
COc1ccc(C2NC(=O)C(C#N)=C(S)N2c2cccc(C)c2)cc1OC (stereo not given),1.1,-0.4,24.8,-2.1,-0.8,-3.2,-0.3,-0.1,-0.9,-1.1,2.2
COc1cc(C=NCc2ccccc2)ccc1O,-0.6,-0.4,-1.6,-15.0,0.5,-0.2,0.4,0.3,-2.7,-1.3,0.6
CC(=O)c1ccc(S(=O)(=O)NCCCC(=O)NCCc2ccccn2)cc1,-3.7,-0.6,0.5,-4.0,0.5,-0.8,-1.4,-0.3,-3.4,-1.0,0.5
COc1ccc2nc(C)cc(SCC(NC(C)=O)C(=O)OC(C)C)c2c1 (stereo not given),-38.5,0.4,-6.0,-94.6,-0.6,-0.5,0.7,-0.2,1.6,-0.6,4.6*
COc1ccc(C2C(C)C(=O)C(C)C(c3ccc(OC)cc3)N2N=O)cc1 (stereo not given),-13.8,0.8,-13.3,-63.0,1.2,0.6,1.1,-0.3,2.6,0.1,2.4
COc1ccc(NC(=O)c2ccc3c(c2)CCN3S(C)(=O)=O)cc1,-3.1,-1.0,-2.8,-9.4,-1.2,0.1,1.2,1.1,-7.8,-1.1,0.6
CSCCC(NC(=O)c1ccco1)C(=O)NCC1CCCO1 (stereo not given),-3.2,-1.2,2.0,-5.8,0.1,1.4,-1.2,-1.2,-1.6,-1.2,0.3
Cc1cccc(S(=O)(=O)c2c(C)cc(C)nc2Cl)c1,0.2,0.1,4.9,4.5,-1.9,-1.7,0.9,-2.3,2.5,-1.4,0.0
CC(C)Cn1c(CCC(=O)O)ccc1-c1cccs1,-170.0,-0.1,-0.3,-489.9,-0.3,0.8,-2.0,-2.0,-1.6,-1.0,-0.3
CC(C)CNC(=S)NC(=O)c1ccc(F)cc1,2.1,1.1,1.8,-1.9,0.8,5.0,4.0,0.4,0.7,-1.3,1.0
CC1(C(=O)NCc2ccccc2)CSCC(=O)N1CCCn1ccnc1 (stereo not given),1.0,-0.9,4.5,-5.8,1.6,1.4,·,-0.3,-5.2,-0.2,·
Oc1c(C=C2N=c3ccccc3=N2)sc(=S)n1C1CCCC1,-3.8,-0.1,-2.9,-21.6,0.2,7.3,1.9,-1.6,-0.9,-1.1,0.5
CCNC(=S)NNC(=O)c1csc(C)c1,-4.3,0.2,1.3,3.0,0.8,-0.4,1.2,0.9,-1.8,-0.8,-0.9
COc1ccccc1N1CCN(CC(O)COc2c(OC)cccc2OC)CC1 (stereo not given),-0.2,-1.1,-0.7,-2.0,0.1,-1.5,-3.4,-1.0,-2.7,-1.7,-0.5
CCCc1nc2sc3ccccc3c(=O)c2c(=O)n1Cc1ccco1,-6.5,-0.7,5.6,-14.1,3.6,2.1,5.7,2.5,-3.5,-0.1,0.1
Cn1ccc2c(-c3ccc(C(N)=O)cc3)cc3c(c21)C1CCC3O1 (stereo not given),-32.2,4.6*,6.4,-95.2,-0.3,-3.7,·,0.6,-4.9,-1.1,·
CCC(c1nnc(SCC(=O)NC2CCCCC2)n1Cc1ccccc1)N(C)C (stereo not given),-1.7,0.3,0.9,-5.2,-1.1,0.5,0.2,-2.9,-0.9,-0.8,-1.9
COCCNC(=O)C(c1ccc(C)cc1)N(C(=O)CCC(=O)Nc1ccccn1)C1CCCCC1 (stereo not given),-4.2,-0.4,-10.6,-4.6,-2.2,0.1,-0.8,-1.6,-3.6,-1.3,-0.1
COc1ccc(S(=O)(=O)N2CCCCCC2)cc1C(=O)NCc1ccc(C)cc1,2.1,-0.1,0.7,-1.8,-0.6,-0.8,-0.8,0.0,-1.1,-1.2,-0.4

# Reformatted with each value named: part of the list above.
CSCCC(NC(=O)c1ccco1)C(=O)NCC1CCCO1 (stereo not given)
  ADAM17 inh: -3.2	DAX1 inh-1: -1.2	NPR1 activator: 2.0	ADAM10 inh: -5.8	hcDAF12 agonist: 0.1	hgDAF-12 ag: 1.4	GAA850 FXN act: -1.2	PG9 Ab binder: -1.2	SMARCA2 act: -1.6	ssDAF-12 act: -1.2	DAX1 inh-2: 0.3

Cc1cccc(S(=O)(=O)c2c(C)cc(C)nc2Cl)c1
  ADAM17 inh: 0.2	DAX1 inh-1: 0.1	NPR1 activator: 4.9	ADAM10 inh: 4.5	hcDAF12 agonist: -1.9	hgDAF-12 ag: -1.7	GAA850 FXN act: 0.9	PG9 Ab binder: -2.3	SMARCA2 act: 2.5	ssDAF-12 act: -1.4	DAX1 inh-2: 0.0

# Additional compounds follow.
SMILES,ADAM17 inh,DAX1 inh-1,NPR1 activator,ADAM10 inh,hcDAF12 agonist,hgDAF-12 ag,GAA850 FXN act,PG9 Ab binder,SMARCA2 act,ssDAF-12 act,DAX1 inh-2
C=CCN(CC=C)Cc1cc(=O)oc2ccc3ccccc3c12,-51.6,-0.9,2.3,-203.1,0.8,2.8,·,-0.8,0.6,-0.2,·
COC(=O)[C@]12C[C@H](CC(=O)NCC34CC5CC(CC(C5)C3)C4)C(=O)N(Cc3cccc4ccccc34)C1=C[C@H](C1CCCC1)O[C@@H]2C,-0.6,-0.3,-1.5,1.6,3.3,6.4,·,·,-2.1,-1.3,·
CC(=O)N1C[C@@H](CO)[C@@H](N(C)C(=O)C(C)(C)C)C[C@H]1c1ccccc1Br,-5.1,1.0,2.7,-5.4,-0.9,4.3,·,0.0,-4.4,-0.5,·
CN(CC(=O)NC1CCCCCC1)S(=O)(=O)c1ccccc1,0.6,0.7,3.5,-2.9,1.1,7.7,1.1,1.9,-1.2,-1.8,-0.2
CCC1(c2ccccc2)NC(=O)N(CC(=O)NCc2ccncc2)C1=O (stereo not given),-4.7,-0.4,2.5,-4.0,0.1,1.1,1.4,1.9,-1.6,-1.0,2.5
COc1ccc(/C=C2\N=C(c3ccccc3)N(c3ccc(C(=O)O)cc3)C2=O)cc1OC,-5.5,-0.1,-3.9,-14.7,-1.6,-2.7,9.3*,-2.6,0.6,-1.4,0.2
CN(C)c1ccc(/C=C/C=C2/SC(=S)N(c3ccccc3)C2=O)cc1,5.4,0.4,-14.5,1.3,1.9,5.9,3.0,-1.7,-2.5,-0.8,0.4
COCCCN1C(=O)C(=O)/C(=C(/O)c2ccc(OC(C)C)cc2)C1c1ccc(O)c(OC)c1 (stereo not given),4.5,-0.2,-6.2,8.3,-1.2,2.5,·,0.8,-0.5,-0.5,·
Cc1cccc(NC(=O)CN2C(=O)NC(C)(c3ccc4ccccc4c3)C2=O)n1 (stereo not given),1.6,-0.6,-0.7,5.5,-1.5,-0.6,2.4,-0.7,-2.9,-0.6,-0.6
CCOC(=O)c1c(C)[nH]c(C(=O)OC(C)C(=O)Nc2ccccc2OC)c1C (stereo not given),0.8,-2.5,0.8,8.7,0.3,-2.7,-1.5,0.5,1.9,-0.9,-1.3
O=C1CC(c2ccccc2)n2nc(N3C(=O)c4ccccc4C3=O)nc2N1 (stereo not given),-5.7,-0.6,2.9,-0.8,0.0,-0.2,-1.3,0.8,0.1,-0.9,0.1
CC(CNCC1CCCO1)COc1cccc2ccccc12 (stereo not given),-3.4,0.1,-1.7,-4.0,0.3,2.1,-1.3,-1.9,-0.8,-1.1,0.0
C=C(C)COc1ccc(-c2nc(N)nc(C)c2-c2ccc(OC)cc2)c(O)c1,-5.6,0.8,4.1,-19.3,-3.1,-0.1,1.7,-0.3,-3.2,-1.1,0.8
O=C(Nc1ccc(N2CCOCC2)c(Cl)c1)c1ccc(Br)o1,-2.5,0.4,2.0,-1.1,0.0,9.9,0.1,1.2,3.7,-0.6,0.6
COc1ccc(-n2c(N)c(C(=O)NCc3ccco3)c3nc4ccccc4nc32)c(OC)c1,-247.8,0.7,14.3,i,-1.3,3.9,6.5,0.2,3.6,-0.7,-0.9
C#CCOCCOCCOCCNc1nc(N2CCOCC2)nc(N2CCN(C(=O)[C@H](CO)n3cc([C@@H](N)C(C)C)nn3)CC2)n1,0.5,-0.5,-1.4,0.9,-0.3,-0.1,-0.3,1.0,-1.0,-1.2,-0.8
O=C(Nc1ccc(Oc2ccccc2)cc1)C1CC1,4.2,0.3,9.0,-0.1,-2.6,1.0,2.5,1.2,-1.1,-1.1,-0.7
CC(=O)c1cccc(NC(=O)COc2ccccc2C(=O)c2cc(C#N)c(=O)n(C3CCCCC3)c2)c1,-1.3,-0.1,-0.9,-4.3,-2.6,-2.1,1.8,-0.1,-4.0,-2.0,-0.3
CC1(C)O[C@@H]2C[C@H]3[C@@H]4C[C@H](F)C5=CC(=O)CC[C@]5(C)[C@H]4[C@@H](O)C[C@]3(C)[C@]2(C(=O)CO)O1,-2.5,0.5,-4.0,-0.2,-2.5,-4.1,1.9,0.7,-3.5,-0.9,0.7
CCc1ccc(N2C(=O)Nc3ccccc3C2(O)C(=O)N2CCN(c3ccccn3)CC2)cc1 (stereo not given),0.3,2.5,-0.7,4.5,0.3,3.7,-4.3,0.1,0.1,-0.8,-0.5
O=C(CO)N/N=C/c1ccc(Cl)cc1,0.7,0.1,2.5,5.1,-1.9,0.2,1.1,-2.2,-0.9,-0.9,0.7
CCOC(=O)c1nnn(-c2nonc2N)c1CN(C)Cc1ccccc1,-1.1,0.8,-2.8,-4.3,-0.2,-2.4,-1.2,1.5,0.3,-1.4,-0.9

# Screening data deposited in PubChem BioAssay by several laboratories.
